# DENV2 CPE rescue – protects cells from dengue virus 2 cytopathic effect; DENV2-infected cells, cytopathic effect rescue, plate reader; CPE inhibition, % at 9.99 µM; 350,000 tested, 1.7% active; AID 651640; in the data active = CPE inhibition above about 20%, passing the limit was not always enough; inconclusive = no clear call, values can overlap the other calls; tested in BHK-21 cells;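 also: 0% = median of neutral control wells and 100% = median of positive control wells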
# miR-122 sensor – inhibitors of miR-122 in Huh7 cells. activation (reporter increase), % at 12.5 µM. AID 602342. Huh7 miR-122 Renilla luciferase sensor, 48 h; neutral wells = 0, positive control = 100. 340,000 tested, 0.3% active;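 active = mean replicate activation score at least 90 and every replicate individually at or above 90; inconclusive = only one of the two criteria met; inactive = neither criterion met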;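 also: higher luciferase means less miR-122 activity so hits act as miR-122 inhibitors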
# F508del corr – correctors of CFTR F508del function in bronchial epithelial cells; activity (quench increase), % at 7.58 µM; CFBE cells, YFP halide quenching; stimulated with forskolin plus potentiator P3; % fluorescence drop versus neutral controls; AID 720511; 350,000 tested, 0.36% active;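 active = mean added fluorescence quench of at least 8% versus neutral control, with both replicates also reaching 8%; inconclusive = only one of the mean or replicate conditions met; inactive = mean below 8% and not both replicates reaching 8%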;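 also: cells transiently co-express mutant CFTR-F508del with the halide-sensitive YFP; corrector assay measuring rescue of mutant channel to the surface after 24 h compound exposure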
# ERp5 inh – blocks human ERp5 reductase activity on insulin; Q15084; ERp5 insulin aggregation, absorbance 650 nm, 90 min; inhibition, % at 9.99 µM; 350,000 tested, 0.05% active;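 active = mean replicate inhibition above about 25%, with every replicate also reaching it, limit read from the data, passing the limit was not always enough; inconclusive = only one of those two criteria met; inactive = neither criterion met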
# Target sequence (Q15084 whole entry, looked up): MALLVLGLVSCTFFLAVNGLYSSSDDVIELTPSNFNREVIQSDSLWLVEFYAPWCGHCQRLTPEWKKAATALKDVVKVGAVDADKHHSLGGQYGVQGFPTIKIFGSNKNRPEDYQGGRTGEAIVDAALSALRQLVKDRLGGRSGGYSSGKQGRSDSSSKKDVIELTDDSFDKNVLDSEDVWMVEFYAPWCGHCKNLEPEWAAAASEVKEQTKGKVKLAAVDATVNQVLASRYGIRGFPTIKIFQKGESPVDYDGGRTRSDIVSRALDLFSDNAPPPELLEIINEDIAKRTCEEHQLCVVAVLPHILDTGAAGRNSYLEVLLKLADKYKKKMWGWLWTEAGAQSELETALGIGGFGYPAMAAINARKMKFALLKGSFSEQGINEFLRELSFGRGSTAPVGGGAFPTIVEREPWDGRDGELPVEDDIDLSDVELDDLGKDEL
# Casp6 inh – blocks human caspase-6 cleavage activity; inhibition, % at 12.5 µM; 350,000 tested, 0.53% active; purified caspase-6, Z-VEID-R110 cleavage fluorescence;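 active = mean inhibition across replicates at least about 35%, with every replicate also reaching that limit, limit read from the data; inconclusive = only one of the two criteria met; inactive = neither criterion met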;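 also: 0% = median of neutral control wells and 100% = no fluorescence left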
# Target sequence (P55212 24-179 limits assumed): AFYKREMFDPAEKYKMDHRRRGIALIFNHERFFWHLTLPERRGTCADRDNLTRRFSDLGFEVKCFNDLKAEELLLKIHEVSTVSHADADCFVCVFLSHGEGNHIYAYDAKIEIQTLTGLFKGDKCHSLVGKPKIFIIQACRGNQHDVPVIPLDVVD
# Target sequence (P55212 194-293 limits assumed): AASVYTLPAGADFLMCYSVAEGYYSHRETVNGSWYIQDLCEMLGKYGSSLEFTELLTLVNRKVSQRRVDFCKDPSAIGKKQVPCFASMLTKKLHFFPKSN
# SIRT5 inh – blocks human SIRT5 desuccinylation of peptide; AID 652115; Q9NXA8; Purified SirT5, succinyl-peptide AMC, trypsin-coupled fluorescence; 330,000 tested, 1.1% active; inhibition, % at 15 µM; in the data active = inhibition above about 15%; inconclusive = no clear call, values can overlap the other calls
# Target sequence (Q9NXA8 whole entry, looked up): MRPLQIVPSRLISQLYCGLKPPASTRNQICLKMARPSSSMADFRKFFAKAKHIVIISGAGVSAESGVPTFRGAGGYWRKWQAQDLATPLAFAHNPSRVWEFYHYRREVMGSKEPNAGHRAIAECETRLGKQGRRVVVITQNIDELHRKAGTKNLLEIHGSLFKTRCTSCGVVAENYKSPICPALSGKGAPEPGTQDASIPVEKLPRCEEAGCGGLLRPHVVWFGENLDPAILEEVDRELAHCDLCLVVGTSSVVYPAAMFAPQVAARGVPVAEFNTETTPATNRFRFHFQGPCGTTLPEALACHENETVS
# ERAP1 inh – inhibitors of human ERAP1 aminopeptidase; 340,000 tested, 0.15% active; recombinant ERAP1, Leu-AMC fluorescence, 60 min; inhibition, % at 10.7 µM; AID 652197; Q9NZ08;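 active = mean replicate inhibition of at least 30%, or all replicates individually reaching that 30% level; inactive = mean below 30% and not every replicate reaching it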;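 also: 0% = neutral control wells and 100% = L-leucinethiol positive control wells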
# * = called active by the depositor; ? = inconclusive; / = not tested or not shown; & = joins results of further samples; [ ] = another dose, or the depositor's remark.
# The opening two records, to show the layout:
molecule | ERp5 inh | miR-122 sensor | Casp6 inh | SIRT5 inh | DENV2 CPE rescue | F508del corr | ERAP1 inh
CN(C)S(=O)(=O)c1ccc(/C(O)=C2/C(=O)C(=O)N(CCCN3CCOCC3)C2c2ccncc2)cc1 (configuration not stated) | -1 | 8 | 0 | 2 | -8 | 0.5 | 1
C[C@H]1CN([C@@H](C)CO)C(=O)c2cccc(NC(=O)Nc3ccccc3)c2O[C@H]1CN(C)Cc1ccc(-c2ccccc2)cc1 | 3 | 5[16.7 µM] | / | 1 | 7 | 1.8 | 0

# All compounds of this part, from the start:
molecule | ERp5 inh | miR-122 sensor | Casp6 inh | SIRT5 inh | DENV2 CPE rescue | F508del corr | ERAP1 inh
CN(C)S(=O)(=O)c1ccc(/C(O)=C2/C(=O)C(=O)N(CCCN3CCOCC3)C2c2ccncc2)cc1 (configuration not stated) | -1 | 8 | 0 | 2 | -8 | 0.5 | 1
C[C@H]1CN([C@@H](C)CO)C(=O)c2cccc(NC(=O)Nc3ccccc3)c2O[C@H]1CN(C)Cc1ccc(-c2ccccc2)cc1 | 3 | 5[16.7 µM] | / | 1 | 7 | 1.8 | 0
CO[C@@H]1CN(C)C(=O)c2cc(NS(=O)(=O)CC(F)(F)F)ccc2OC[C@H](C)N(C)C[C@H]1C | 1 | 1[16.7 µM] | 2 | -3 | 4 | / | 0
COCCNC(=O)C[C@@H]1CC[C@H]2[C@@H](COC[C@H](O)CN2C(=O)Nc2ccc3c(c2)OCO3)O1 | -1 | 5[16.7 µM] | -1 | 4 | 1 | -1.2 | -2
O=C(c1ncn2c1c(=O)[nH]c1ccccc12)N1CCc2ccccc2C1 | 0 | -1 | 5 | 3 | 6 | -0.8 | -1
CN(Cc1ccccc1)C(=S)NC(=O)c1ccccc1 | -8 | -8 | -3 | -1 | -7 | 1.9 | 0
CC(C)=C(NC(=O)c1ccccc1)C(=O)Nc1cccc(C)c1 | 5 | -9 | -2 | -3 | -3 | 0.9 | 1
O=C(CC1Sc2ncnn2C1=O)Nc1ccc(Br)cc1 (configuration not stated) | -1 | -3 | 1 | / | 7 | 0.6 | /
O=C(c1cc(S(=O)(=O)N2CCC3(CC2)OCCO3)ccc1F)N1CCCCC1 | -28 | / | 1 | 1 | 3 | 1.3 | 4
C[C@H]1CN([C@@H](C)CO)C(=O)c2cc(C3=CCCCC3)cnc2O[C@H]1CN(C)C(=O)c1cccc(F)c1 | 6 | 14[16.7 µM] | 1 | -9 | -1 | -0.2 | -1
C[C@@H]1CCCCO[C@@H](CN(C)C(=O)Nc2ccc3c(c2)OCO3)[C@@H](C)CN([C@@H](C)CO)C(=O)c2cc(NC(=O)NC3CCCCC3)ccc2O1 | / | / | 1 | 8 | 13 | 1.1 | 2
CC(C)NC(=O)Nc1ccc2c(c1)CC(=O)N([C@H](C)CO)C[C@H](C)[C@@H](CN(C)Cc1ccc(C(=O)O)cc1)O2 | / | 1[16.7 µM] | / | -4 | ? | -0.1 | /
O=C(c1ccc(Br)cc1)c1cc([N+](=O)[O-])ccc1N1CCOCC1 | 5 | / | 1 | 2 | 0 | 12* | -1
CN(C)CCCNC(=S)Nc1ccc(Br)cc1 | 1 | -8 | -12 | -6 | 10 | -2.1 | /
CCCN(C(=O)CCCSc1nc2ccccc2[nH]1)c1c(N)n(Cc2ccccc2)c(=O)[nH]c1=O | 8 | -6 | -2 | -8 | 4 | -4.2 | 0
CCOC(=O)c1cnc2c(C(F)(F)F)cccc2c1NCCCN1CCOCC1 | -2 | 3 | -22 | 7 | -6 | -11 | 0
COc1ccccc1N1CCN(C(=O)CCCCCn2c(=S)[nH]c3cc4c(cc3c2=O)OCO4)CC1 | -2 | -2 | -55 | / | -1 | 5.9 | -2
CC(NC(=O)c1cc(-c2ccccn2)nc2ccc(Cl)cc12)C1CCCO1 (configuration not stated) | -8 | 2 | 0 | -2 | 14 | 4.5 | -3
CCOc1cc(/C=C(\C#N)C(=O)NCc2cccnc2)ccc1O | 2 | / | 0 | -5 | -5 | 0.2 | -5
O=C(/C=C/c1ccc2c(c1)OCO2)NCC1CCCO1 (configuration not stated) | 5 | / | -1 | -6 | / | 1.2 | 9
O=C(Cc1cc(=O)[nH]c(=O)[nH]1)N1CCN(C(=O)c2ccco2)CC1 | 7 | -4 | 0 | / | 0 | -4.5 | /
COc1ccc(-c2cn(-c3ccccc3)nc2CO)cc1 | 6 | / | 14 | -2 | 2 | -0.6 | -2
C[C@@H]1CC=C[C@H]2[C@H]1C(=O)N(Cc1ccccc1)[C@H]2c1ccc(-c2ccoc2)cc1F | 1 | 6 | / | / | -9 | -0.2 | -2
C[C@@H]1CCCCO[C@@H](CN(C)S(=O)(=O)c2ccccc2)[C@H](C)CN([C@H](C)CO)C(=O)c2cc(NC(=O)Nc3cccc4ccccc34)ccc2O1 | -4 | -1[16.7 µM] | 0 | 0 | -1 | 1.6 | -6
CN(C)C(=O)/C(=C\c1ccc(-c2cccc([N+](=O)[O-])c2)o1)NC(=O)c1ccccc1 | -2 | / | 4 | 1 | / | 6.7 | 5
c1cnc2c(c1)ccc1cccnc12 | 2&-6 | -21 | -10 | -3&-4 | 6&-21 | 6.4&3.0 | -3&0
COc1ccc(-c2noc(N3CCC(C(=O)Nc4cc(OC)c(OC)c(OC)c4)CC3)n2)cc1 | -8 | 1 | -7 | -2 | -1 | -0.4 | 1
COc1cc(C(C2C(=O)CC(C)(C)CC2=O)C2C(=O)CC(C)(C)CC2=O)cc(OC)c1OC | 2 | 2 | -1 | -1 | -3 | 1.4 | 2
CCCCN(C(=O)CSc1nnc(-c2ccco2)o1)c1c(N)n(Cc2ccccc2)c(=O)[nH]c1=O | -1 | 0 | 1 | 1 | 5 | -0.7 | -3
O=C(NCCc1c[nH]c2ccccc12)C(=O)NCC1OCCCN1S(=O)(=O)c1cc(F)ccc1F (configuration not stated) | 2 | / | -2 | 0 | 1 | 1.5 | 1

# Pulled one by one from above:
molecule | ERp5 inh | miR-122 sensor | Casp6 inh | SIRT5 inh | DENV2 CPE rescue | F508del corr | ERAP1 inh
C[C@@H]1CCCCO[C@@H](CN(C)C(=O)Nc2ccc3c(c2)OCO3)[C@@H](C)CN([C@@H](C)CO)C(=O)c2cc(NC(=O)NC3CCCCC3)ccc2O1 | / | / | 1 | 8 | 13 | 1.1 | 2
O=C(NCCc1c[nH]c2ccccc12)C(=O)NCC1OCCCN1S(=O)(=O)c1cc(F)ccc1F (configuration not stated) | 2 | / | -2 | 0 | 1 | 1.5 | 1
O=C(Cc1cc(=O)[nH]c(=O)[nH]1)N1CCN(C(=O)c2ccco2)CC1 | 7 | -4 | 0 | / | 0 | -4.5 | /
C[C@@H]1CCCCO[C@@H](CN(C)S(=O)(=O)c2ccccc2)[C@H](C)CN([C@H](C)CO)C(=O)c2cc(NC(=O)Nc3cccc4ccccc34)ccc2O1 | -4 | -1[16.7 µM] | 0 | 0 | -1 | 1.6 | -6
COc1ccccc1N1CCN(C(=O)CCCCCn2c(=S)[nH]c3cc4c(cc3c2=O)OCO4)CC1 | -2 | -2 | -55 | / | -1 | 5.9 | -2

# Continuation.
molecule | ERp5 inh | miR-122 sensor | Casp6 inh | SIRT5 inh | DENV2 CPE rescue | F508del corr | ERAP1 inh
C=CC[C@]1(C(=O)N2CCOCC2)COC(c2ccc(OCCCO)cc2)=N1 | 0 | / | 2 | 3 | -6 | -1.7 | 0
C[C@@H]1CN([C@H](C)CO)C(=O)Cc2cc(NC(=O)c3ccncc3)ccc2O[C@@H]1CN(C)Cc1ccc(C(F)(F)F)cc1 | 1 | -8[16.7 µM] | -1 | 1 | -3 | 2.0 | -1
CC1(Cc2cc(Cl)ccc2C(F)(F)F)C(=O)Nc2ccc(S(=O)(=O)NC3CCCCC3)cc21 (configuration not stated) | 0 | 83 | 1 | -1 | 1 | 1.6 | 0
CC(C)C(C(=O)NCC1CCCO1)N(C(=O)CNS(=O)(=O)c1ccc(F)cc1)c1ccccc1 (configuration not stated) | 4 | -2 | 4 | -3 | -2 | 0.5 | -1
CC(=O)c1ccc(NC(=O)CCc2nnc3ccc(NCc4ccco4)nn23)cc1 | 8 | -6 | 1 | -2 | -2 | 0.5 | 0
COC(=O)c1sccc1NC(=O)CSc1ccccc1NC(=O)CNC(C)C | 4 | 0 | 4 | -2 | 0 | 0.5 | 0
CCC1CCc2sc(C(=O)N(C)CC(=O)Nc3cccc(OC)c3)cc2C1 (configuration not stated) | -4 | -4 | 7 | -3 | 0 | -2.6 | 0
COc1ccc(C(=O)COC(=O)c2ccn(C)n2)cc1 | 4 | 0 | -2 | -4 | 1 | -1.8 | -1
C[C@H](CO)N1C[C@H](C)[C@H](CN(C)C(=O)c2ccccc2F)Oc2ncc(-c3cccnc3)cc2C1=O | -7 | -5[16.7 µM] | -1 | 1 | -13 | -1.2 | 0
S=C(Nc1ccccc1Cl)NC1CCC(NC(=S)Nc2ccccc2Cl)CC1 (configuration not stated) | -4 | / | -3 | -4 | -1 | / | 7
COc1cc(NC(=O)c2ccc(Br)cc2)ccc1NC(=O)c1cc2ccccc2o1 | -1 | 6 | 0 | 5 | 7 | -1.2 | -2
O=C(OCN1C(=O)c2ccccc2C1=O)c1ccc(Cl)nc1 | 5 | / | / | 4 | 13 | 2.0 | -5
C/C(N)=C(/C#N)C(=O)CSc1nc2scc(-c3ccccc3)c2c(=O)n1C | 4 | / | -4 | 4 | 2 | -1.8 | 6
C[C@@H](NC(=O)[C@@H]1CCCN1C(=O)[C@@H]1CCCN1C(=O)c1cccc2ccccc12)c1ccccc1 | -1 | / | -3 | -5 | -19 | 0.0 | /
COc1ccc2oc(-c3ccccc3[N+](=O)[O-])cc(=O)c2c1 | -4 | / | -1 | -1 | / | ? | 1
CCN(CC)S(=O)(=O)c1ccc(OC)c(NC(=O)c2cc3c(=O)n4ccccc4nc3s2)c1 | 1 | / | 2 | -7 | -3 | / | 1
Nc1c(-c2ccc(C(F)(F)F)cc2)nc2ncccn12 | 3 | / | -3 | -6 | -12 | -1.3 | 0
O=C(CCC(=O)Nc1ccc(Br)cc1)N/N=C/c1cc([N+](=O)[O-])ccc1O | -3 | / | 0 | -1 | 4 | 4.1 | 1
CC(=O)c1ccc(OCC(=O)Nc2ccc3c(c2)CCC3)cc1 | -3 | / | 1 | 2 | / | 0.5 | -1
CCOC(=O)[C@@H]1[C@H]2COc3ccc(Br)cc3[C@H]2N2C(=O)N(c3cccc(Cl)c3)C(=O)[C@]12C | 0 | 3 | -2 | -12 | 9 | -0.8 | 3
COc1ccc(NC(=O)Nc2cccc3c2O[C@H](CN(C)S(=O)(=O)c2cccs2)[C@H](C)CN([C@H](C)CO)C3=O)cc1 | -1 | -5[16.7 µM] | 1 | 1 | -6 | 1.5 | 0
CCc1nnc2n1N=C(c1ccccc1)CS2 | 3 | / | -3 | 0 | -4 | 3.0 | -2
CCOc1ccccc1NC(=O)c1cccc(NC(=O)C(C)C)c1 | 2 | / | -2 | -3 | 2 | -1.9 | 4
COc1ccc(/C=C/C(=O)Nc2cc(C)on2)cc1 | 6 | / | 0 | 0 | -3 | / | 1
Cc1nn(Cc2ccccc2)c(Cl)c1/C=C/C(=O)OCC(=O)N1CCCC1=O | 5 | / | -1 | 1 | 4 | 4.6 | -1
Cc1ccc(F)cc1NC(=O)N1CCCN(C(=O)OC(C)(C)C)CC1 | 2 | -4 | 2 | -2 | 0 | -0.4 | 3
CCOC(=O)CCCNC(=O)COC(=O)c1cccc(F)c1 | 3 | 0 | -5 | -1 | 2 | 5.0 | 1
CC(C)(C)OC(=O)N[C@@H](C(=O)OC(C)(C)C)c1ccc(Br)cc1 | 0 | -4 | -4 | -3 | -1 | -0.5 | 0
CCCNC(=O)N[C@@H]1CC[C@H](CC(=O)N2CCN(C)CC2)O[C@H]1CO | 2 | / | -5 | 1 | -5 | -0.6 | -3
